High-throughput results deposited in PubChem by several laboratories.
Lmaj promast: reduces viability of Leishmania major promastigotes; resazurin fluorescence viability; 9% of 200,000 active; inhibition, % at 10 µM; in the data active = inhibition above about 50%;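 also: promastigotes grown with compound for 44 hours at 28 °C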
TNAP inh no acc: TNAP (human) inhibition, acceptor-free conditions. inhibition, % at 20 µM. purified TNAP, CDP-star luminescence, 30 min. P05186. 0.26% of 200,000 active. AID 1012;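 active = tissue-nonspecific alkaline phosphatase inhibition above about 50% at 20 µM in the single-dose screen, limit read from the data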;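 also: 0% = DMSO negative control and 100% = EDTA positive control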
Target sequence (P05186 whole entry, looked up): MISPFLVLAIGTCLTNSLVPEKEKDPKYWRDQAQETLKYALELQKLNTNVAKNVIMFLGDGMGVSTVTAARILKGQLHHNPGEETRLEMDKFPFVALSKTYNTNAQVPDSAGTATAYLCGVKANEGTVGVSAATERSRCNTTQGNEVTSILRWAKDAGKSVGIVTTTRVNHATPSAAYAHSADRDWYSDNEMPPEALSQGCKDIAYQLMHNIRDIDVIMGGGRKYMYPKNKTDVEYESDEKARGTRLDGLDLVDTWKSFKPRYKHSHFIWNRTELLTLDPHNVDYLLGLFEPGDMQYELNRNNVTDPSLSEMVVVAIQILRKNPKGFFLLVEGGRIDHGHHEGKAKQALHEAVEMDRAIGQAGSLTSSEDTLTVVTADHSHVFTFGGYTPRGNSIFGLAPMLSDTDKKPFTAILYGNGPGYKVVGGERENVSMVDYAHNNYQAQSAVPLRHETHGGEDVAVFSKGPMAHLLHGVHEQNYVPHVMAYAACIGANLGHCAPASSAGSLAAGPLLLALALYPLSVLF
FLuc stim CS: firefly luciferase counter-screen for stimulation assays. P08659. ATPlite luciferase biochemical, luminescence, 10 min; 0 = ATP-free wells, 1 = DMSO control. 200,000 tested, under 10 active. activation factor at 10 µM. AID 1027;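 active = luciferase activation factor, scaled between plate controls, of at least 2 with compound at 10 µM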
Target sequence (P08659 whole entry, looked up): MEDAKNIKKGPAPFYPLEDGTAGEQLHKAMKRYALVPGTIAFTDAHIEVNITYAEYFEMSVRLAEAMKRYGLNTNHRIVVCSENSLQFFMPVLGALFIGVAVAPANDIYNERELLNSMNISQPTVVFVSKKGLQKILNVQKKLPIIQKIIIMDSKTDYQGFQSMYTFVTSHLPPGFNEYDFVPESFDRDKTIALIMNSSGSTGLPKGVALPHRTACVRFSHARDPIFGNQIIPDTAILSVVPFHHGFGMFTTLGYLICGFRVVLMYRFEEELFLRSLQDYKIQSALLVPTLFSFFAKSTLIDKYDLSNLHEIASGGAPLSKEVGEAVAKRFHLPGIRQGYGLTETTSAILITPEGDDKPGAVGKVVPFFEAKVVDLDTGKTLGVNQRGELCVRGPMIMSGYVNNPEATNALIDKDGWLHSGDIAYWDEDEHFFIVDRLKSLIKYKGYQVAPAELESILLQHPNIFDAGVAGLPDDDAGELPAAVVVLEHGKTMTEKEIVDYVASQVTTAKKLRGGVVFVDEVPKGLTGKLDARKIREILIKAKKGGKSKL
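System: Luciferase/luciferin detection reagent, cell-free biochemical luciferase assay | Medium: PBS buffer for ATP | Dosing: Test compounds dosed from 2 mM stocks in 100% DMSO | Timing: 10 min at ambient temperature | Signal: Luminescence measurement of luciferase light output | Evaluation: Luciferase activation, seen as luminescence increase over controls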
TNAP act hi DEA: activators of human TNAP at high phosphate acceptor concentration. P05186. purified TNAP, CDP-star luminescence, 1 M DEA, 30 min; active compounds read high; 0 = EDTA background, 1 = DMSO-only activity. activation factor at 20 µM. 200,000 tested, under 10 active. AID 1136;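 active = activation factor at least 2 at 20 µM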
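Dosing: 20 µM single point. System: human TNAP. Amount: TNAP 1/800 final. Incubation: 30 min, room temperature. Read-out: TNAP activation factor scaled between EDTA and DMSO control wells. Signal: luminescence from CDP-star hydrolysis. Medium: 1 M DEA, pH 9.8, Mg2+, Zn2+. Control set: EDTA negative control, DMSO positive control.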
APP transl inh: APP translation inhibition; AID 1285; 0.82% of 190,000 active; inhibition, % at 2 µM; SH-SY5Y APP 5'UTR-luciferase reporter, luminescence;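 active = inhibition above a set limit, derived from the sample mean plus 3 SD, cut at about 45% in these data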; also: values of inactives mirror those of a sister screen read the other way
FLuc inh counter: counter-screen for luciferase assay inhibitors: firefly luciferase inhibition | inhibition, % at 10 µM | 1.5% of 200,000 active | ATPLite firefly luciferase biochemical luminescence, 10 min;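 active = inhibition above about 50% when tested at 10 µM, limit read from the data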
TNAP inh hiacc: inhibitors of human TNAP at high phosphate acceptor concentration. AID 1135. purified TNAP, CDP-star luminescence, 1 M DEA. 0.03% of 200,000 active. inhibition, % at 20 µM. P05186;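 active = over 50% inhibition of tissue-nonspecific alkaline phosphatase at 20 µM in the single-dose screen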;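 also: plate controls were DMSO wells for no effect and EDTA-quenched wells as full inhibition for full effect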
bIAP inhibitor: intestinal alkaline phosphatase (bovine) inhibition; purified bovine IAP, CDP-star luminescence, 30 min; inhibition, % at 20 µM; 190,000 tested, under 10 active; AID 1019;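 active = over 50% inhibition of intestinal alkaline phosphatase at 20 µM in the single-dose screen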
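System: Purified bovine intestinal alkaline phosphatase (IAP) enzyme | Input: IAP diluted 1/65,000,000 in the well | Also added: CDP-star chemiluminescent phosphatase substrate, 30 µM final | Dosing: 20 µM single dose | Times: Enzyme reaction for 30 min at room temperature | Detection: Luminescence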
bIAP act: intestinal alkaline phosphatase (bovine) activation | purified bovine IAP, CDP-star luminescence, 30 min; active compounds read high; fold of DMSO-control signal, blank-subtracted | activation factor at 20 µM | 0.17% of 200,000 active | AID 1016;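 active = activation factor of 2 or more at 20 µM, a signal rise over negative controls twice the positive control's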
RAM network inh: inhibitors of the yeast RAM network; S. cerevisiae dse1pr::URA3 reporter, 5-FOA growth OD615, 2 d; analog-sensitive cbk1-as2 kinase mutant strain; inhibition, % at 50 µM; 1.8% of 190,000 active;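 active = inhibition above a set limit, 3 SD over mean compound inhibition, cut at about 8.4% in these data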;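 also: 0% = DMSO-only wells with no growth and 100% = 10 µM 1-NA-PP1 full growth; inhibition rescues growth on 5-FOA so higher OD means more RAM inhibition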
Numbers without * were called inactive; · = no result given.

#	mol	Lmaj promast	TNAP inh no acc	FLuc stim CS	TNAP act hi DEA	APP transl inh
1	Cc1cc(Cl)cc(Br)c1OCCCNCC(C)O (stereo not given)	29.7	-8.1	1	1	-8.7
2	Cc1ccc(/C=C2/NC(=O)N(Cc3ccccc3)C2=O)s1	72.8*	-12.7	1	1	-8.3
3	Cc1cccc(-c2nnc(N)s2)c1	-5.2	-9.8	1	1	7.7
4	O=C(NCc1cccnc1)c1ccc(Cl)c(Cl)c1	6.0	-9.1	1.1	1	-9.3
5	Clc1ccc(-c2noc(CSc3nnc(-c4ccncc4)n3-c3ccccc3)n2)cc1	46.7	-9.5	1.1	1.1	-10.8
6	Cn1c(N)c(C(=O)COC(=O)C(Cc2ccccc2)NC(=O)c2ccccc2)c(=O)n(C)c1=O (stereo not given)	5.2	-8.5	1	1	-12.4
7	COc1cccc(CN2CCCC(C(=O)c3ccc4c(c3)OCO4)C2)c1OC (stereo not given)	90.4*	-9.9	1.1	1.1	-13.3
8	Cc1ccccc1C(=O)NNC1=NCCC1	-0.6	-11.1	1.1	1.1	-5.7
9	Cc1ccc2c(c1)N(CC(=O)NCc1cccnc1)C(=O)CO2	-3.5	-7.6	1	1	-17.1
10	O=C(CSc1ccc2nnc(-c3ccccn3)n2n1)Nc1ccc2c(c1)OCCO2	-5.8	-10.2	1	1	11.6

#	FLuc inh counter	TNAP inh hiacc	bIAP inhibitor	bIAP act	RAM network inh
1	-3.7	-1.9	-18.7	1.2	1.0
2	-3.8	-0.7	-9.2	1.1	5.4
3	3.1	-3.1	2.0	1	0.5
4	-7.6	0.7	9.0	0.9	1.5
5	-7.8	-5.5	10.7	0.9	0.0
6	-4.3	-1.3	-14.5	1.1	-0.2
7	-5.4	-5.0	-3.6	1	1.5
8	-9.0	-7.5	-1.0	1	3.8
9	-0.3	-1.4	6.8	0.9	0.5
10	-0.7	-4.5	0.4	1	4.1

Reprinted at random: 2 records from the list.
#	mol	Lmaj promast	TNAP inh no acc	FLuc stim CS	TNAP act hi DEA	APP transl inh
2	Cc1ccc(/C=C2/NC(=O)N(Cc3ccccc3)C2=O)s1	72.8*	-12.7	1	1	-8.3
4	O=C(NCc1cccnc1)c1ccc(Cl)c(Cl)c1	6.0	-9.1	1.1	1	-9.3

#	FLuc inh counter	TNAP inh hiacc	bIAP inhibitor	bIAP act	RAM network inh
2	-3.8	-0.7	-9.2	1.1	5.4
4	-7.6	0.7	9.0	0.9	1.5

Next section:
#	mol	Lmaj promast	TNAP inh no acc	FLuc stim CS	TNAP act hi DEA	APP transl inh
11	COc1ccc(CCC(=O)NCc2ccco2)cc1	0.0	-9.4	1.1	1	-4.1
12	O=S1(=O)CCC(N=Cc2ccc(-c3ccc(Cl)cc3)o2)C1 (stereo not given)	5.0	-7.9	1	1	-4.3
13	CN(C(=O)COc1cc(C(F)(F)F)nn1C)c1ccccc1	-7.0	-2.5	1.1	1.1	-14.3
14	C=CCN1C(=O)/C(=C/c2ccsc2)SC1=S	-1.1	-3.5	1	1	-7.3
15	COc1cccc(C(C(=O)NC(C)(C)C)N(CCC(C)C)C(=O)CCC(=O)Nc2cc(C)on2)c1OC (stereo not given)	-0.8	-8.2	1	1.1	-3.4
16	COc1ccc(NC(=O)C2CCC(=O)N2)cc1 (stereo not given)	0.2	-4.1	1	1	-2.2
17	O=C(c1cnn2cccnc12)N1CCN(c2ccccc2)CC1	17.6	-10.3	1	1	-12.8
18	Cc1c(NC(=O)c2cc(CC(C)C)on2)c(=O)n(-c2ccccc2)n1C	-6.6	-18.6	1	1	-6.9
19	O=C(Cc1ccccc1)NC1CCN(Cc2ccccc2)CC1	81.8*	-17.3	1.1	1	-12.6
20	Cc1ccc(-c2oc3ccccc3c(=O)c2O)cc1	-15.2	-12.3	1	1	-19.9

#	FLuc inh counter	TNAP inh hiacc	bIAP inhibitor	bIAP act	RAM network inh
11	-6.2	-4.9	7.8	0.9	2.4
12	0.5	-4.7	5.7	0.9	-1.2
13	-7.2	-5.3	-8.8	1.1	-0.1
14	2.4	1.3	-12.5	1.1	2.5
15	1.7	-6.8	-32.2	1.3	0.7
16	-3.6	-3.3	4.6	1	-0.1
17	-0.7	-1.6	10.8	0.9	1.1
18	-3.0	-4.0	2.9	1	1.7
19	-8.5	-2.9	0.2	1	1.1
20	-3.6	-1.1	-10.4	1.1	2.9

Further records.
#	mol	Lmaj promast	TNAP inh no acc	FLuc stim CS	TNAP act hi DEA	APP transl inh
21	COc1ccc(N2CCN(C(=O)COc3ccc4c(C)cc(=O)oc4c3)CC2)cc1	1.2	-5.4	1	1.1	5.2
22	Cc1cc(C)nc(N2CCCC(C(=O)Nc3nnc(C(C)(C)C)s3)C2)n1 (stereo not given)	-3.5	-11.0	1	1.1	12.5
23	COc1cc(NC(=O)c2ccccc2)c(OC)cc1NC(=O)Cc1cccs1	3.2	-2.4	1	1	-7.1
24	C/C(=N\Nc1ncc(Cl)cc1Cl)c1cccs1	19.0	-54.3	0.4	1	-154.1
25	C=CCn1c(SCC(=O)Nc2ccc3c(c2)CCC3)nc2ccccc2c1=O	5.8	0.1	1.1	1.1	-7.9
26	CCCCOc1cc(C)nc(NCc2ccccc2)n1	39.5	-2.3	1	1	-0.7
27	C=CCNC(=S)Nc1ccc(Br)cc1F	-2.8	-11.5	1	1	-10.9
28	CSc1nc(=O)n(-c2ccccc2)c(C)c1C(C)=O	-0.5	-13.5	1	1.1	-17.6
29	COC(=O)c1cc(NC(=O)CSc2nncn2C)cc(C(=O)OC)c1	-5.1	-4.6	1	1	·
30	S=C(NCCCN1CCOCC1)Nc1ccc(N2CCOCC2)cc1	4.7	-12.0	1.1	1	21.1

#	FLuc inh counter	TNAP inh hiacc	bIAP inhibitor	bIAP act	RAM network inh
21	-4.7	-5.0	-14.0	1.1	3.9
22	-1.4	-6.4	-6.8	1.1	2.8
23	-1.6	0.1	0.3	1	3.0
24	57.2*	-0.8	-85.1	1.9	1.1
25	-6.0	-6.1	-6.2	1.1	6.0
26	0.8	1.4	-11.4	1.1	1.0
27	-3.2	4.1	2.8	1	-0.3
28	2.0	-6.8	3.9	1	0.5
29	-2.0	0.6	1.1	1	0.0
30	-5.0	-0.8	12.7	0.9	3.1

Following part.
#	mol	Lmaj promast	TNAP inh no acc	FLuc stim CS	TNAP act hi DEA	APP transl inh
31	CCCCn1c2nc3ccccc3nc2c2c(=N)oc(C)nc21	·	-4.2	1.1	1.1	·
32	O=C(CNC(=O)c1ccc(-c2ccccc2)cc1)OCc1ccc(Br)cc1	6.4	-15.0	0.6	1	-9.5
33	Cc1cccc(OCC(=O)NCc2ccncc2)c1C	-5.2	2.4	1	1	-3.7
34	CC(C)OC(=O)/C(=C\c1ccccc1)NC(=O)c1ccccc1	-2.2	-10.8	1	1.1	-3.8
35	Cc1ccc(OCCN(C)C)c([N+](=O)[O-])c1	-2.5	-8.2	1.1	1	2.8
36	Cc1ccc(S(=O)(=O)N(C)C)cc1NC(=O)/C=C/c1cccs1	30.1	-12.5	1	1.1	0.3
37	COc1nc(/C(N)=N/O)nc(N2CCCCC2)n1	1.1	-2.3	1.1	1.1	2.9
38	CCCNc1nc2c(c(=O)[nH]c(=O)n2C)n1Cc1ccc(F)cc1	-6.0	-12.6	1.1	1.1	2.7
39	Cn1c(SCC(=O)NCc2cccs2)nnc1-c1ccco1	-3.8	-5.1	1.1	1	-25.6
40	C/C=C/c1ccc(OCCOc2ccc(C=O)cc2OC)c(OC)c1	-4.6	-15.0	1	1	7.6

#	FLuc inh counter	TNAP inh hiacc	bIAP inhibitor	bIAP act	RAM network inh
31	-5.7	-8.0	0.1	1	·
32	35.4	-3.6	10.2	0.9	2.6
33	-0.7	2.9	13.4	0.9	-0.7
34	-3.8	-5.4	-2.2	1	0.8
35	-6.4	-0.6	-2.3	1	1.5
36	-1.2	-7.1	9.6	0.9	7.5
37	-7.3	-6.1	1.9	1	3.1
38	-7.5	-5.7	18.3	0.8	3.2
39	-5.0	-3.3	9.1	0.9	0.5
40	1.9	-0.6	2.4	1	1.6

Additional records follow:
#	mol	Lmaj promast	TNAP inh no acc	FLuc stim CS	TNAP act hi DEA	APP transl inh
41	CC1CNc2c(cccc2S(=O)(=O)N[C@@H](CCCN=C(N)N)C(=O)N2CC[C@@H](C)C[C@@H]2C(=O)O)C1 (stereo not given in full)	·	-5.1	1	1	·
42	Cc1c(C(=O)OCC(C)C)[nH]c2c1C(=O)CC(c1cccs1)C2 (stereo not given)	-0.9	-3.3	1.1	1	59.0*
43	c1ccc(N=C(c2cccs2)N2CCOCC2)cc1	18.4	-6.1	1	1	-20.6
44	Cn1cc(S(=O)(=O)NCc2ccco2)c(=O)n(C)c1=O	-2.5	-19.2	1.1	1.1	6.7
45	c1ccc(-c2csc3ncn4cnnc4c23)cc1	3.0	-6.3	1	1	-0.1
46	Cc1c(C)n(CC(O)CN2CCCCC2)c2ccccc12 (stereo not given)	49.5	-5.1	1	1	-6.2
47	O=C(O)CCN1C(=O)c2ccc(NC(=O)Cc3ccc(Cl)cc3)cc2C1=O	-7.3	-9.0	1	1.1	-13.6
48	COc1ccccc1-n1cnc2c(c1=O)c1nc3ccccc3nc1n2CCc1ccccc1	44.4	1.5	1.1	1	6.9
49	CC(=O)Nc1cccc(NC(=O)Cc2nc(-c3ccccc3)sc2-c2ccc(C)cc2)c1	16.9	-6.1	1	1.1	·
50	O=C(N/C(=C/c1cccs1)C(=O)N1CCOCC1)c1cccs1	-4.0	-11.9	1.1	1.1	-1.4
51	CC1=C(C(=O)Nc2ccccc2F)C(c2cccs2)C2=C(CCCC2=O)N1 (stereo not given)	4.7	-5.7	1	1	14.4
52	COc1ccc(C(OC(=O)c2ccco2)C(=O)NC(C)(C)C)cc1 (stereo not given)	-0.6	-5.7	1	1	-1.3
53	CCOC(=O)Nc1ccc2c(c1)N(C(=O)CN1CCN3CCCC3C1)c1ccccc1CC2 (stereo not given)	0.4	-18.1	1	1.1	-13.5

#	FLuc inh counter	TNAP inh hiacc	bIAP inhibitor	bIAP act	RAM network inh
41	-1.0	-0.6	-2.7	1	·
42	-8.2	-4.2	27.9	0.7	3.0
43	-3.0	1.7	4.2	1	1.0
44	-5.2	-8.4	16.3	0.8	0.3
45	-4.6	-1.5	0.0	1	-0.7
46	-3.0	0.6	-1.9	1	3.0
47	-2.1	-6.3	2.6	1	1.3
48	-5.2	3.5	-19.3	1.2	6.3
49	1.1	-6.8	-2.0	1	3.2
50	-8.3	-5.1	3.3	1	1.1
51	2.4	-3.3	-29.9	1.3	0.4
52	0.0	-0.6	0.3	1	0.6
53	-1.7	-6.7	-7.1	1.1	2.3

APP transl inh: hit marks shown above
no. | structure | TNAP inh no acc | TNAP act hi DEA | APP transl inh | TNAP inh hiacc | bIAP inhibitor | bIAP act | RAM network inh
42 | Cc1c(C(=O)OCC(C)C)[nH]c2c1C(=O)CC(c1cccs1)C2 (stereo not given) | -3.3 | 1 | 59.0* | -4.2 | 27.9 | 0.7 | 3.0
